# High-throughput results deposited in PubChem by National Center for Advancing Translational Sciences (NCATS).
# Gal4-VP16 FLuc: counter-screen for ROR gamma inhibitors: Gal4-VP16 reporter | Drosophila S2 Gal4-VP16 UAS-luciferase, luminescence, 20 h | Potency, µM (highest dose often 53.6 µM), without a hit: top-dose activity, negative = inhibition, actives largely listed as inhibitors | 3.5% of 310,000 active;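 further: Gal4-VP16 expression switched on by copper sulfate through the metallothionein promoter; on the % scale 0 is the no-effect control and ±100 the full control effect; nearly all actives have a fitted effect of over 50% in size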
# MBNL1 CUG block: blocks human MBNL1 binding to CUG repeat RNA | Q9NR56 | TR-FRET MBNL1-His/biotin-(CUG)12 binding, 665/545 ratio | Potency, µM (highest dose often 57.5 µM), inactives show top-dose activity change, negative = inhibition, actives largely listed as inhibitors | 0.036% of 280,000 active | AID 2675; active means well fitted inhibition curve with a large enough effect in the signal ratio, with a control signal flat, not every such curve was filed as active; inconclusive means small, poorly fitted or top-dose-only effect, or effect the other way, or a change in a side signal; inactive means no such curve, though single readings can be large or run the other way; the % refers to the signal ratio; further: on the % scale 0 is the no-effect control and ±100 the full control effect
#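 Ratiometric TR-FRET (665 over 545 nm, excitation 340 nm) tracks disruption of MBNL1-His/biotin-(CUG)12 complex after 60 min at room temperature, with compounds at 92 nM to 58 uM final.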
# FLuc counter: inhibits or activates purified firefly luciferase, miR-21 counter-screen | P08659 | purified FLuc, Km substrates, luminescence inhibition | Potency, µM (titrated, usually from 57.5 µM), for the others: top-dose activity change, negative = inhibition, usual class: inhibitors | 6.9% of 360,000 active;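 further: plate controls were vehicle for no effect and reference inhibitor for full effect; nearly all actives have a fitted effect of over 55% in size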
#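 Purified P. pyralis luciferase, 10 nM final, with Km-level 10 uM D-luciferin and 10 uM ATP in 50 mM Tris acetate pH 7.5, 10 mM Mg acetate, 0.01% Tween-20, 0.05% BSA; 6-point qHTS titration about 60 µM downward; luminescence read.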
# MLL CXXC-DNA inh: inhibitors of human MLL CXXC domain-DNA interaction; MLL-CXXC / FITC-HOXA9 DNA fluorescence polarization; Potency, µM (highest dose often 115 µM), for inactives: at the top dose activity change, negative = inhibition, actives largely listed as inhibitors; 0.037% of 290,000 active; AID 2662; active means well fitted inhibition curve with a large enough effect in the polarisation, with a control signal flat, not every such curve was filed as active; inconclusive means small, poorly fitted or top-dose-only effect, or effect the other way, or a change in a side signal; inactive means no such curve, though single readings can be large or run the other way; the % refers to the polarisation
#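 Fluorescence polarization: 7 uM MLL-CXXC (stock) preincubated 5 min with compounds, then 50 nM fluorescein-HOX-A9 DNA (stock) added; 30 min ambient. Buffer 50 mM Tris-HCl pH 7.5, 50 mM NaCl, 1 mM DTT, 0.05% BSA.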
# BRCA1 expr act: BRCA1 expression activation; MCF7-BRCA1-FFLuc reporter, luminescence, 48 h; response scale: scaled: vehicle 0%, 10 µM genistein 100%; Potency, µM (series often up to 46.1 µM), without a hit: top-dose activation, actives largely listed as activators; 1.1% of 380,000 active; AID 624202; further: nearly all actives have a fitted effect of over 80% in size; some results filed as inactive show a strong effect at the top dose
#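 Using MCF7 cells harboring a BRCA1 firefly luciferase reporter, plated 2 h before compound pinning, the screen measured luminescence after 48 h incubation. Responses were normalized to DMSO and 10 microM genistein, then fitted for concentration-effect.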
# RORgamma inh: ROR gamma (mouse) transcription inhibition; Potency, µM (highest dose often 53.6 µM), for the others: top-dose activity change, negative = inhibition, most hits filed as inhibitors; P51450; 5.4% of 310,000 active; Drosophila S2 Gal4-RORgamma UAS-luciferase reporter, 20 h; further: on the % scale 0 is the no-effect control and ±100 the full control effect; nearly all actives have a fitted effect of over 60% in size
#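 Schneider cells (Drosophila), stable Gal4 DBD–ROR gamma + UAS-luc; 1 hr cmpd preincubation; Cu2+ induction 700 uM final; 20 hr ambient; luminescence.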
# uPA generation: cell surface uPA generation inhibition; 0.31% of 330,000 active; Potency, µM (titrated, usually from 38.3 µM), without a hit: at the top dose activity change, negative = inhibition, usual class: inhibitors; cell surface uPA generation assay, qHTS; active means well fitted inhibition curve with a large enough effect; inconclusive means small, poorly fitted or top-dose-only effect; inactive means no such curve, though single readings can be large or run the other way; tested in mouse RAW 264.7 cells; further: on the % scale 0 is the no-effect control and ±100 the full control effect; nearly all actives have a fitted effect of over 55% in size
# p53 reactivation: mutant p53 re-activation in reporter cells | H1299 p53-A138V BP100-luciferase reporter, luminescence, 24 h | Potency, µM (top dose mostly 92.2 µM), without a hit: at the highest dose activity change, positive = activation, most hits filed as activators | 0.063% of 320,000 active; further: % of control where 0% means no effect; nearly all actives have a fitted effect of over 45% in size
#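 p53-null H1299 cells stably carrying temperature-sensitive p53-A138V and a BP100-luciferase reporter were pinned with compounds (4-point, 1:5 series) and held 24 hrs at 37 deg C. Luminescence was read 10 min after detection reagent.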
# Rab9 promoter act: activators of Rab9 promoter; Huh7 Rab9 promoter-luciferase reporter, luminescence, 24 h; Potency, µM (series often up to 9.22 µM), inactives show top-dose activation, negative = inhibition, usual class: activators; 2.8% of 320,000 active; AID 485297; further: % of control where 0% means no effect; nearly all actives have a fitted effect of over 60% in size
#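 Luminescence read-out: Huh7 cells stably expressing Rab9-luciferase, treated 24 h with compound at 37 °C, then lysed with luciferase reagent for 10 min at ambient before reading.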
# NPC1 promoter act: activators of NPC1 promoter | 2.4% of 320,000 active | Potency, µM (titrated, usually from 9.22 µM), for the others: at the top dose activation, hits mostly activators | AID 485313 | Huh7 NPC1 promoter luciferase reporter, 24 h;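 further: % of control where 0% means no effect; nearly all actives have a fitted effect of over 60% in size; reporter is driven by a mutant NPC1 promoter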
#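 Compounds in DMSO were transferred onto Huh7 NPC1-luciferase reporter cells pre-incubated 2 h; after 24 h at 37 °C, Amplite reagent was dispensed and luminescence recorded 10 min later.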
# ELG1 genotox: induces genotoxicity in HEK293T cells with luciferase-tagged ELG1; HEK293T ELG1-luciferase reporter, luminescence, 16 h; Potency, µM (highest dose often 46 µM), for the others: at the top dose activity change, positive = activation, actives largely listed as activators; 1.3% of 330,000 active; AID 504466; further: % of control where 0% means no effect; nearly all actives have a fitted effect of over 60% in size
#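 16 hr compound incubation (37 °C, 5% CO2) of HEK293T cells carrying luciferase-tagged ELG1; luciferase then measured by ONE-Glo luminescence after 30 min at RT.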
# The depositor's hits bear a star; ? = inconclusive; nt = no result given; [ ] = remark or other dose. Unless noted, the call rests on the fitted dose curve; in most records, active means well fitted curve in the direction sought with a large enough effect; inconclusive means small, poorly fitted or top-dose-only effect, or another doubt; inactive means no such curve, though single readings can be large; an effect the other way counts as inactive or inconclusive. Potency means the concentration at half of the fitted maximal effect. These rows are one share of the data; rates above refer to the full screens.
Molecule,Gal4-VP16 FLuc,MBNL1 CUG block,FLuc counter,MLL CXXC-DNA inh,BRCA1 expr act,RORgamma inh,uPA generation,p53 reactivation,Rab9 promoter act,NPC1 promoter act,ELG1 genotox
Cc1ccccc1OCCSc1nc2ncnc(N)c2[nH]1,-4%,-1%,-7%,16%,-10%,24%,4%,-5%,-4%,-4%,7%
CCCCNC(=O)N1CCN(Cc2cccc(F)c2)CC1,-3%,13%,5%,-1%,6%,-6%,-1%,6%,-12%,-5%,0%
Cc1ccccc1S(=O)(=O)Cc1ccc(C(=O)NC2CC2)o1,17%,-5%,0%,0%,-4%,-4%,?,2%,-2%,0%,1%
CCOC(=O)C1CCCN(C(=O)C(=O)c2cn(CC(=O)N3CCOCC3)c3ccccc23)C1 (configuration not stated),2%,-3%,0%,-3%,0%,-10%,2%,8%,2%,1%,4%
C[C@H](OC(=O)NCc1ccc(C(F)(F)F)cc1)[C@@H]1O[C@@]2(C)CCC[C@@H]1O2,nt,nt,-1%,nt,4%,nt,9%,8%,-5%,-4%,2%
Nc1nc(SCC(=O)N2CCCC2)[nH]c(=O)c1NC(=O)c1ccco1,0%,-7%,2%,-5%,2%,?,4%,3%,0%,0%,0%
CC1=C(C(=O)Nc2ccccc2F)C(c2cccs2)C2=C(CCCC2=O)N1 (configuration not stated),-10%,-7%,-4%,-7%,-7%,8%,10%,4%,-2%,-4%,0%
Cc1cccc(C)c1NC(=O)CSc1nnc(-c2ccoc2C)n1C,3%,-5%,4%,-1%,1%,-13%,-1%,3%,0%,-6%,-1%
CC(=O)Nc1cc(NC(C)=O)cc(C(=O)OCC(=O)Nc2ccc(S(=O)(=O)NC3=NCCCCC3)cc2)c1,-1%,6%,0%,-5%,4%,5%,0%,-1%,0%,-3%,1%
Cc1ccc(C)c(OCCC(=O)Nc2cccc(S(=O)(=O)N3CCCC3)c2)c1,nt,nt,0%,nt,-33%,nt,-4%,2%,3%,-1%,15%
Cc1nn(C)c(C(=O)NNC(=S)NCc2ccco2)c1Cl,-9%,-7%,-6%,-8%,-12%,8%,-6%,5%,8%,1%,0%
Cc1sc(NC(=O)c2ccco2)c(C(=O)c2ccc(Cl)cc2)c1C,-4%,-1%,-9%,-8%,-29%,13%,0%,1%,-2%,-1%,1%
CCOC(=O)C1CCN(c2c(C(=O)c3ccccc3)cnc3ccc(CC)cc23)CC1,-5%,1%,0%,18%,-12%,1%,-5%,2%,3%,-2%,-7%
O=C(Cc1ccc(Cl)cc1)Nc1ccc2oc(=O)ccc2c1,3%,0%,-2%,2%,-1%,21%,-6%,-4%,1%,1%,0%
COCCn1c(SCC(=O)Nc2ccc(F)cc2)nc2ccccc2c1=O,14%,0%,6%,-5%,1%,42%,7%,nt,-3%,3%,-1%
O=C(N/N=C/c1cccc(O)c1)N/N=C/c1cccc(O)c1,-5%,?,5.4µM*,2%,9%,-4%,2%,?,10%,14%,7%
COc1ccc(C(CC(=O)c2ccc(C)cc2)C(C#N)C#N)cc1OC (configuration not stated),?,nt,-2%,7%,-93%[inhibitor],?,0%,-16%,-16%,-14%,-13%
CC(C)c1csc(CN2CCC(CCC(=O)NCC3CCCO3)CC2)n1 (configuration not stated),1%,1%,4%,22%,-7%,1%,16%,?,5%,1%,-1%
Cc1cc(NC(=O)CSc2ncn[nH]2)no1,4%,-20%,2%,10%,12%,-1%,6%,-1%,-4%,-6%,0%
COCCCNC(=O)/C(=C\c1cccn1C)NC(=O)c1cccs1,0%,12%,5%,-3%,-21%,-27%,4%,10%,-2%,-2%,2%
O=C(Nc1ccc2oc(-c3ccncc3)nc2c1)c1c(F)c(F)c(F)c(F)c1F,10%,5%,-2%,7%,22%,-23%,-6%,8%,-3%[1.84 µM],-4%,-2%
Cc1cc(=O)c(C(=O)O)cn1Nc1ccc(Cl)cc1,0%,1%,1%,0%,15%,-10%,-2%,2%,-3%,0%,-1%
O=C(c1ccccc1)N1CCN(CC(O)COc2cccc3ccccc23)CC1 (configuration not stated),10%,-1%,1%,-3%,2%,21%,10%,nt,4%,3%,0%
COc1ccc(-c2nc3ccccn3c2CN2CCN(c3ccccc3F)CC2)cc1,-10%,-4%,17µM*,8%,-25%,-39%,5%,-8%,2%,1%,-5%
N#Cc1ccsc1NC(=O)c1cnccn1,9%,2%,1%,14%,8%,?,1%,-7%,6%,0%,0%
Cc1ccc(Cn2ncc3c(N4CCN(Cc5ccc(Cl)cc5)CC4)ncnc32)cc1,?,2%,0%,-6%,-63%,?,1%,-11%,-25%,-29%,-13%
CC1CCN(CC(=O)Nc2ccc(S(=O)(=O)N3CCCC(C)C3)cc2)CC1 (configuration not stated),2%,0%,-1%,-2%,-20%,4%,?,7%,-2%,-1%,-5%
CCOC(=O)C1(Cc2cccc(Cl)c2)CCCN(C(=O)c2cc(C)n(C)n2)C1 (configuration not stated),3%,-4%,1%,-2%,-9%,1%,-4%,-8%,-7%,0%,-12%
Cc1ccc(-c2nn(-c3ccccc3)cc2C(=O)NCCCN2CCCC2=O)cc1,nt,nt,21µM*,nt,8%,nt,5%,6%,-1%,1%,1%
Cc1ccccc1C(=O)N1CCC(C(=O)Nc2ccc(S(=O)(=O)N3CCOCC3)cc2)CC1,nt,nt,5%,nt,4%,nt,-25%,-2%,-6%,0%,-4%

# Overlap with the part before: 6 entries; new compounds follow.
Molecule,Gal4-VP16 FLuc,MBNL1 CUG block,FLuc counter,MLL CXXC-DNA inh,BRCA1 expr act,RORgamma inh,uPA generation,p53 reactivation,Rab9 promoter act,NPC1 promoter act,ELG1 genotox
N#Cc1ccsc1NC(=O)c1cnccn1,9%,2%,1%,14%,8%,?,1%,-7%,6%,0%,0%
Cc1ccc(Cn2ncc3c(N4CCN(Cc5ccc(Cl)cc5)CC4)ncnc32)cc1,?,2%,0%,-6%,-63%,?,1%,-11%,-25%,-29%,-13%
CC1CCN(CC(=O)Nc2ccc(S(=O)(=O)N3CCCC(C)C3)cc2)CC1 (configuration not stated),2%,0%,-1%,-2%,-20%,4%,?,7%,-2%,-1%,-5%
CCOC(=O)C1(Cc2cccc(Cl)c2)CCCN(C(=O)c2cc(C)n(C)n2)C1 (configuration not stated),3%,-4%,1%,-2%,-9%,1%,-4%,-8%,-7%,0%,-12%
Cc1ccc(-c2nn(-c3ccccc3)cc2C(=O)NCCCN2CCCC2=O)cc1,nt,nt,21µM*,nt,8%,nt,5%,6%,-1%,1%,1%
Cc1ccccc1C(=O)N1CCC(C(=O)Nc2ccc(S(=O)(=O)N3CCOCC3)cc2)CC1,nt,nt,5%,nt,4%,nt,-25%,-2%,-6%,0%,-4%
CCN1CCN(C(c2ccc(OC)c(OC)c2)c2nnnn2C(C)(C)C)CC1 (configuration not stated),15%,-7%,0%,-1%,6%,-14%,-5%,2%,-2%,-1%,2%
Cc1cc(C)c(C(=O)c2ccc(C(=O)N(C(C)C)C(C)C)cc2)c(C)c1,-13%,11%,-2%,15%,-35%,-13%,nt,-4%,12%,3%,-15%
CCOC(=O)c1nnsc1Nc1ccc(C)c(C)c1,-19%[10 µM],-2%,?,1%,?,0.71µM*,17%,12%,2%,4%,-6%
COc1ccc(OC)c(C(c2nnnn2Cc2ccccc2)N2CCN(C)CC2)c1 (configuration not stated),2%,-8%,2%,5%,-26%,9%,-3%,-2%,1%,0%,-1%
COc1ccc(/C=N/Nc2nc3ccccc3[nH]2)cc1OC,1%,nt,7.6µM*,-7%,67%,-29%,-2%,?,?,?,11%
COc1cccc2oc3ccc(C#Cc4ccccn4)cc3c(=O)c12,?,34%[activator],1.1µM*,3%,?,?,?,nt,1.8µM*,0.79µM*,?
